Source: PubChem
NR2E3 ag-1 = inhibitors of NR2E3-RetCOR corepressor binding, primary screen, NR2E3 agonist project, biochemical, TR-FRET, GST-NR2E3, biotin-RetCOR. 1536-well. inhibition of corepressor binding, % at 4.78 µM. hit rate 0.12% among 320,000. AID 2300, 2010;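 active means percent inhibition above the cutoff of mean plus 3 SD of all tested compounds, set per screening campaign, cut at about 20% in these data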;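 further: 0% = DMSO wells and 100% = biotin wells as full block of FRET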
Target sequence (Q9Y5X4 whole entry, looked up): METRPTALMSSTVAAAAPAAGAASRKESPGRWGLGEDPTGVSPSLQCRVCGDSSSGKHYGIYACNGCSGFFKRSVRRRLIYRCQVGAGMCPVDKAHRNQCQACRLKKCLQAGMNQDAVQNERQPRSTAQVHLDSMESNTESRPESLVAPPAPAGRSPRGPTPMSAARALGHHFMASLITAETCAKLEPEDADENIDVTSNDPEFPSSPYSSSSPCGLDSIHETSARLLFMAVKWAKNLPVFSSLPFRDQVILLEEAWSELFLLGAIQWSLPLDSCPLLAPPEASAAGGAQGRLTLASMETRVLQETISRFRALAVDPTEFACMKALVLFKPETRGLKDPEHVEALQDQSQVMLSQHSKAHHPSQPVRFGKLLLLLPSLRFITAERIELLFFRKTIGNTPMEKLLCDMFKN
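System: GST-NR2E3 and biotin-RetCOR proteins; probe or stimulus: 7 nM biotin-RetCOR; doses: compound at 4.8 µM, single dose; schedule: Compound–protein incubation for 5 h at 4 °C; detection: time-resolved FRET; read-out: percent inhibition; controls: biotin wells as high control, 0.6% DMSO wells as low control; format: 1536-well plates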
TRPM1 prom inh = inhibitors of MITF-dependent TRPM1 promoter reporter, primary screen, cell-based, SK-MEL-5, single point, luciferase | AID 488899, 2010 | hit rate 0.83% among 330,000 | SK-MEL-5 TRPM1 promoter luciferase, 24 h | inhibition, % at 12.5 µM;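 active means mean inhibition across replicates of 60% or more, whatever share of single replicates reaches that level; inconclusive means some that reach 60%, reason not given; inactive means mean inhibition across replicates below 60%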; further: values of inactives mirror those of a sister screen read the other way
Exocytosis inh = LAMP-1 surface exposure blockers, TALL-104 cells – cell-based, flow cytometry, MLPCN library, primary screen. TALL-104 LAMP-1 surface exposure; cells stimulated with thapsigargin and PMA. inhibition, % at 10 µM. hit rate 0.66% among 360,000;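 active means inhibition above about 55%, limit read from the data; inconclusive means no clear call, values can overlap the other calls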
Peg3 prom inh = Peg3 promoter-driven luciferase inhibitors, primary screen, cell-based, HeLa, luciferase luminescence; AID 588405, 2011; inhibition, % at 20 µM; hit rate 1.7% among 360,000; HeLa PEG-Prom luciferase reporter, overnight;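 active means inhibition of at least 50% at 20 µM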
hiPSC survival = enhancers of single-cell hiPSC survival, primary screen, ATPlite luminescence | 100% = ROCK inhibitor wells, 0% = DMSO | survival enhancement, % at 20 µM | hit rate 0.044% among 360,000; in the data active means survival enhancement above about 18%;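 further: cells exposed to compounds for 16 hours before the ATP read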
HIF-2a inh = HIF-2a reporter inhibitors, primary screen, luminescence, 786-0 RCC cells | 786-0 RCC cells HIF-2a reporter, luciferase luminescence, overnight | hit rate 0.72% among 360,000 | inhibition, % at 18.8 µM | AID 624352, 2012;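 active means inhibition of the luminescence signal of 40% or more relative to plate controls, in a single-dose primary screen at 18.75 µM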
Vif inh = HIV Vif self-association inhibitors, primary screen, imaging, HEK293T, single point; hit rate 0.35% among 340,000; HEK293T cells, Vif self-association by quenched fluorescence, 24 h; AID 602346, 2012; inhibition, % at 7.49 µM; in the data active means inhibition above about 50%, passing the limit was not always enough; inconclusive means no clear call, values can overlap the other calls; inactive means below about 31%; further: some results filed as inactive read as strong as hits
NR2E3 ag-2 = NR2E3 agonists in two-hybrid cells, primary screen, cell-based, luminescence, CHO-S, Gal4-NCOR/VP16-NR2E3. Photoreceptor-specific nuclear receptor (Homo sapiens), Q9Y5X4. hit rate 0.35% among 360,000. inhibition of corepressor binding, % at 3.98 µM. luciferase. AID 602229, 2012;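 active means inhibition above the mean of all tested compounds plus 3 SD, cut at about 70% in these data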;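 further: 0% = DMSO with NR2E3 transfected cells and 100% = cells lacking NR2E3 construct; higher means lower luciferase signal from less NR2E3 corepressor binding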
CaV13 FRET inh = Disruptors of the CACNA1D IQ motif to Ca2+-dependent inactivation inhibitor domain association, primary screening, Förster resonance energy transfer in intact living …; inhibition, % at 12.3 µM; hit rate 0.098% among 340,000; HEK cells, CFP/YFP FRET ICDI-IQ, plate reader, 10 min; percent FRET-ratio fall versus neutral wells;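 active means mean replicate inhibition of at least 30% and at least 1% of replicates passing that level; inconclusive means only one of the two criteria is met; inactive means neither criterion is met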;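 further: 0% = median of the neutral control wells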
PDI inh = inhibitors of human PDI, primary screen, biochemical, turbidity, single point, plate reader; Protein disulfide-isomerase (Homo sapiens), P07237; PDI insulin aggregation turbidity, A650, 90 min; inhibition, % at 10 µM; hit rate 0.052% among 350,000;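 active means mean inhibition across replicates of 30% or more, whatever share of single replicates reach that level; inconclusive means mean inhibition below 30% while every single replicate reaches 30%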;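 further: absorbance from insulin aggregation driven by PDI reduction with DTT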
Target sequence (P07237 whole entry, looked up): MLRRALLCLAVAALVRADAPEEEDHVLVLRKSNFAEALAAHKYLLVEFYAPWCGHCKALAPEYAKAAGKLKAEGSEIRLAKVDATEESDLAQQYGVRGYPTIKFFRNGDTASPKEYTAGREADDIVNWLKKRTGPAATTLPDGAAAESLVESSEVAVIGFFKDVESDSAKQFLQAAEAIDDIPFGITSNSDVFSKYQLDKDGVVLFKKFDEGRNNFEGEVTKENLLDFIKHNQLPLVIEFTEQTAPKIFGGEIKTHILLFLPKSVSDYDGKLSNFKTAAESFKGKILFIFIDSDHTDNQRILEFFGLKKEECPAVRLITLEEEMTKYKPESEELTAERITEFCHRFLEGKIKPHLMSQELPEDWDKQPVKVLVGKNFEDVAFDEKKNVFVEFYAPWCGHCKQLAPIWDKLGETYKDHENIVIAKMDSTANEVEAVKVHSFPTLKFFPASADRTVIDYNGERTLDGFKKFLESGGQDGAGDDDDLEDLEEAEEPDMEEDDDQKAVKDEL
aDG glyco act = activators of alpha-DG glycosylation, primary screen, uHTS, Pro5-aDG cells, AlphaScreen | hit rate 0.22% among 360,000 | activation, % at 10 µM | alpha-DG glycosylation AlphaScreen (IIH6); 0% Pro5, 100% B10-LARGE cell signal | AID 624168, 2012;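 active means activation of at least 8% versus controls, or a plate z-score of at least 8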;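 further: Pro5 are CHO cells carrying HIG-tagged alpha-DG that lacks glycosylation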
* marks the source's active call; other numbers are inactive results; ? = inconclusive; nt = not tested or not shown.

Order of results: NR2E3 ag-1	TRPM1 prom inh	Exocytosis inh	Peg3 prom inh	hiPSC survival	HIF-2a inh	Vif inh	NR2E3 ag-2	CaV13 FRET inh	PDI inh	aDG glyco act
> NC(=S)Nc1cccc(F)c1
    -2	9	-2	4	-0.4	10	0	7	-4	-3	0.1
> C#CC1CN(Cc2ccccc2)CC(C#C)N1C (stereo unspecified)
    1	-2	-4	7	-0.7	8	5	-17	-5	-3	-0.4
> CC(C(=O)N1CCN(Cc2ccc3c(c2)OCO3)CC1)c1ccc([N+](=O)[O-])cc1 (stereo unspecified)
    0	-1	0	6	1.3	3	-1	-10	-16	-10	-0.1
> CC(NC(=O)CCc1nnc(C2(c3ccc(Cl)cc3)CCC2)o1)C1CC1 (stereo unspecified)
    0	-17	0	-72	1.6	-100	15	-26	2	5	-0.1
> CCOC(=O)NC(=O)/C(C#N)=N\Nc1ccc(Cl)cc1
    0	13	2	7	-2.0	13	-5	-24	-2	-2	-0.4
> O=C(Cc1ccc(Cl)cc1)NNC(=O)c1ccco1
    -1	2	-4	-11	0.0	-4	0	-9	-8	8	0.3
> CSc1nc2ncc(C#N)cn2n1
    2	1	-4	-7	-2.2	3	12	-9	-4	8	-0.4
> COc1ccc(N(CC(=O)NCCSCc2ccco2)S(=O)(=O)c2ccccc2)cc1Cl
    3	-16	9	4	-0.4	22	-3	-2	-6	4	-0.4
> Fc1cccc(F)c1/C=N/Nc1ccccn1
    3	-20	0	-228	-2.0	-197	nt	-53	-20	7	-0.1
> COc1cccc(CNC(=O)c2cccc(NC(=O)C3=C(C)OCCS3)c2)c1
    -1	nt	-3	4	0.7	4	-7	-19	13	nt	-0.1
> CCOc1ccc(OCC(=O)Nc2ccccc2C(F)(F)F)cc1
    -1	-48	8	-98	-1.8	-177	-2	-30	-11	0	0.7
> O=C(CNC(=O)c1ccco1)Nc1ccc(N2CCCCCC2)cc1
    -5	-49	3	-126	-0.4	-169	-4	-45	-5	-6	-0.2
> COc1ccc(/C=N/NC(=O)C(Cc2c[nH]c3ccccc23)NC(=O)OCC(C)C)cc1[N+](=O)[O-] (stereo unspecified)
    4	-4	0	20	3.2	-8	1	-5	-4	3	0.0
> Cc1cccc(CCNC(=O)CNS(=O)(=O)c2ccc3nc(C)sc3c2)c1
    -5	6	-1	-3	-0.4	9	6	16	-7	2	-0.1
> Cc1occc1-c1nnc(SCC(=O)N2CCOCC2)o1
    1	0	0	-19	2.7	-1	12	-30	-5	2	-0.2

A second format for two compounds above.
| molecule | NR2E3 ag-1 | TRPM1 prom inh | Exocytosis inh | Peg3 prom inh | hiPSC survival | HIF-2a inh | Vif inh | NR2E3 ag-2 | CaV13 FRET inh | PDI inh | aDG glyco act |
| --- | --- | --- | --- | --- | --- | --- | --- | --- | --- | --- | --- |
| NC(=S)Nc1cccc(F)c1 | -2 | 9 | -2 | 4 | -0.4 | 10 | 0 | 7 | -4 | -3 | 0.1 |
| C#CC1CN(Cc2ccccc2)CC(C#C)N1C (stereo unspecified) | 1 | -2 | -4 | 7 | -0.7 | 8 | 5 | -17 | -5 | -3 | -0.4 |

Carrying on:
Order of results: NR2E3 ag-1	TRPM1 prom inh	Exocytosis inh	Peg3 prom inh	hiPSC survival	HIF-2a inh	Vif inh	NR2E3 ag-2	CaV13 FRET inh	PDI inh	aDG glyco act
> CCOc1ccc(CCNC(=O)c2nn(C)c3c2CS(=O)(=O)c2ccccc2-3)cc1OCC
    1	-8	1	22	-0.3	19	-4	-32	-7	-2	0.2
> CC1CCCN(C(=O)c2nn(C)c3c2CS(=O)(=O)c2ccccc2-3)C1 (stereo unspecified)
    0	0	-3	-7	1.4	-9	-4	1	-2	-7	0.1
> CCOC(=O)N1CCN(C(=S)NC(=O)C23CC4CC(CC(C4)C2)C3)CC1
    1	5	0	10	0.8	13	-16	14	3	5	-0.1
> COc1ccc(NC(=O)CN(C)CC(=O)Nc2sc3c(c2C#N)CCC3)cc1
    6	7	-1	22	-0.5	-3	18	0	-2	-2	0.5
> Clc1ccc(-c2cn3ccccc3n2)cc1
    3	-16	-8	-171	0.0	-181	7	-153	0	-8	-0.1
> COc1ccc(NC(=O)c2cccc3ccccc23)cc1
    2	-11	9	-62	0.5	-144	8	-49	-3	-7	0.2
> CNC(=O)c1[nH]cnc1C(=O)Nc1ccc(OC)cc1
    -1	-3	-2	-28	-4.3	-30	nt	0	-5	-4	-0.3
> CCCC[C@@H](CNC)NC[C@H](Cc1ccc(O)cc1)NCCc1ccc(OCC)cc1
    2	96*	3	97*	-5.2	-2	15	-18	12	20	1.2
> COc1cccc(C2CC(c3ccc(C(C)C)cc3)n3nc(N)nc3N2)c1 (stereo unspecified)
    4	-4	-1	-4	-0.4	-31	-12	-8	-1	nt	-0.2
> Nc1nc(NCCO)nc(NCc2ccccc2)c1[N+](=O)[O-]
    -2	6	-4	22	0.4	8	7	5	nt	5	-0.1
> CCOC(=O)C1=C(C)N=C(SC)N(C)C1c1ccccc1 (stereo unspecified)
    0	4	0	11	0.0	13	21	1	-3	-26	-0.2
> NC(=O)CC1C(=O)N(c2ccccc2)C(=S)N1NC(=O)c1ccc(Br)cc1 (stereo unspecified)
    -2	-14	9	-207	0.1	-236	10	-119	-15	1	0.1
> O=c1c(-c2ccc(O)cc2)coc2cc(O)cc(O)c12
    3	-89	0	-381	0.0	-330	-1	-167	nt	nt	0.0
> O=c1oc2c(-c3ccc([N+](=O)[O-])cc3)cc(O)cc2s1
    3	-16	2	6	-0.5	12	?	-13	2	0	-0.2
> Cc1cc(SCC(=O)NC(=O)NCc2ccco2)nc2ccccc12
    4	1	3	23	6.6	15	-2	-11	-3	-1	0.6

The listing continues.
Order of results: NR2E3 ag-1	TRPM1 prom inh	Exocytosis inh	Peg3 prom inh	hiPSC survival	HIF-2a inh	Vif inh	NR2E3 ag-2	CaV13 FRET inh	PDI inh	aDG glyco act
> Oc1c(CN2CCCCC2)cc(Br)c2cccnc12
    -1	75*	-8	39	-1.8	-7	-8	-31	nt	1	-0.3
> CCOc1ccc(C2CC(=O)c3c([nH]c(C(=O)OC)c3C)C2)cc1OC (stereo unspecified)
    4	-2	-6	9	3.0	22	-12	-27	-1	9	0.5
> Cc1cc(NC(=O)CSc2cn(CCNC(=O)c3ccc(Cl)cc3)c3ccccc23)no1
    1	8	-1	-16	0.3	-55	-2	-24	-7	nt	0.1
> COc1ccccc1C(=O)Nc1ccc(S(=O)(=O)N2CCCCC2c2cccnc2)cc1 (stereo unspecified)
    0	4	12	13	-0.1	11	6	-4	-5	-3	0.2
> c1ccc2cc(OCCCn3ccnc3)ccc2c1
    -1	-24	0	-86	-0.2	-133	-7	1	0	1	0.3
> Cc1cc(C(F)F)n2ncc(C(=O)NC3CCCCCC3)c2n1
    2	-14	4	23	-1.5	17	10	5	nt	2	-0.5
> COC(=O)CN1C(=O)[C@H]2[C@@H](/C=C/c3ccccc3)N3C(=O)CN(Cc4ccccc4)C(=O)[C@@]3(C)[C@H]2C1=O
    -2	-1	1	-3	3.0	9	nt	-4	-5	-3	-0.2
> Cc1nn(-c2ccccc2)c(C)c1C(=O)NCCc1ccc(Cl)cc1
    1	10	-2	4	0.1	-30	-1	0	nt	-11	-0.2
> CCN(CC)CC(=O)Nc1ccc2c(c1)N(C(=O)CN(CC)CC)c1ccccc1CC2
    2	1	-2	-16	-3.0	2	-2	-15	-9	1	0.0
> c1ccc2c(c1)[nH]c1c(N3CCN(C4CCCCC4)CC3)ncnc12
    2	10	-1	16	-1.4	18	3	-14	-6	2	0.4
> CN(C(=O)/C=C/c1ccc(F)cc1)C1CCCCC1
    2	nt	-4	-280	0.2	-251	-4	-104	-18	-12	0.0
> COc1ccc(C2/C(=C(\O)c3ccc4c(c3)OCCO4)C(=O)C(=O)N2Cc2cccnc2)cc1 (stereo unspecified)
    10	11	-5	14	-0.6	7	-24	-26	-7	-2	0.1
> Cc1ccc(SCCC(=O)N2CCC(C)CC2)cc1
    4	-75	6	-245	0.6	-202	-3	-97	-5	-5	0.0
> CC1CC(C)CN(C(=O)c2ccc(NS(=O)(=O)c3ccc4[nH]c(=O)[nH]c4c3)cc2)C1 (stereo unspecified)
    0	5	-4	-8	0.0	3	-1	10	-6	-3	-0.1
> Cn1c(Cc2ccccc2)nnc1SCC(=O)NCCc1ccccc1
    -5	13	-7	1	-3.3	17	2	4	2	-1	-0.2

Remaining list, next part:
Order of results: NR2E3 ag-1	TRPM1 prom inh	Exocytosis inh	Peg3 prom inh	hiPSC survival	HIF-2a inh	Vif inh	NR2E3 ag-2	CaV13 FRET inh	PDI inh	aDG glyco act
> CCN(CC)CCCNC(=O)CC1Sc2ccccc2NC1=O (stereo unspecified)
    -2	9	2	26	-0.6	20	1	-28	-5	2	-0.2
> COc1ccc(Br)cc1CNCCSc1nnnn1C
    -1	1	-1	11	-2.0	-5	9	-4	-5	-4	0.0
> Clc1ccc(-c2cccs2)nn1
    1	-2	-1	-18	-1.7	1	-1	8	-5	-29	0.3
> C=CCc1c(N(CC)CC)nc(C)[nH]c1=O
    0	-7	-1	-3	-0.1	18	2	10	-14	7	0.7
> O=C(c1cccc(S(=O)(=O)N2CCCCCC2)c1)N1CCN(c2ccccc2F)CC1
    -3	11	-2	25	-0.4	14	-7	17	nt	5	0.0
> Nc1nonc1-n1nnc(C(=O)N/N=C/c2cccnc2)c1CSc1ccc(Cl)cc1
    3	9	62*	11	-0.4	7	6	2	-7	7	-0.2
